Assay outcomes (PubChem BioAssay)
Rin1 Abl inh – inhibitors of Rin1-Abl protein binding, primary screen, biochemical, TR-FRET. Tyrosine-protein kinase ABL1 (Homo sapiens) + Ras and Rab interactor 1 (Homo sapiens), …. inhibition, % at 7.35 µM. 360,000 compounds, 0.4% hits; in the data active = inhibition above about 5%, passing the limit was not always enough
TbMetRS inhib – T. brucei MetRS inhibitors, primary screen, biochemical, luminescence; purified T. brucei MetRS, ATP depletion, Kinase-Glo luminescence; inhibition, % at 11.9 µM; 360,000 compounds, 0.4% hits;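 active = inhibition above a per-plate cutoff of the control wells' mean inhibition plus 3 SD, cut at about 5.5% in these data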;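 note: 0% = DMSO wells median and 100% = median of wells with control inhibitor compound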
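Dosing: 11.9 µM compound single dose, 0.9% DMSO; Assay system: purified T. brucei MetRS enzyme; Measured by: Kinase-Glo luciferase luminescence reporting remaining unconsumed ATP; Schedule: 15 min plus 2 h at 25 °C.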
eLon inh – inhibitors of E. coli Lon protease, primary screen, biochemical, fluorescence polarization | P0A9M0 | purified E. coli Lon protease | inhibition, % at 7.94 µM | 360,000 compounds, 0.42% hits | AID 602123, 2011; in the data active = inhibition above about 13%, passing the limit was not always enough;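 note: 0% = enzyme with probe and DMSO and 100% = no enzyme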
Target sequence (P0A9M0 whole entry, looked up): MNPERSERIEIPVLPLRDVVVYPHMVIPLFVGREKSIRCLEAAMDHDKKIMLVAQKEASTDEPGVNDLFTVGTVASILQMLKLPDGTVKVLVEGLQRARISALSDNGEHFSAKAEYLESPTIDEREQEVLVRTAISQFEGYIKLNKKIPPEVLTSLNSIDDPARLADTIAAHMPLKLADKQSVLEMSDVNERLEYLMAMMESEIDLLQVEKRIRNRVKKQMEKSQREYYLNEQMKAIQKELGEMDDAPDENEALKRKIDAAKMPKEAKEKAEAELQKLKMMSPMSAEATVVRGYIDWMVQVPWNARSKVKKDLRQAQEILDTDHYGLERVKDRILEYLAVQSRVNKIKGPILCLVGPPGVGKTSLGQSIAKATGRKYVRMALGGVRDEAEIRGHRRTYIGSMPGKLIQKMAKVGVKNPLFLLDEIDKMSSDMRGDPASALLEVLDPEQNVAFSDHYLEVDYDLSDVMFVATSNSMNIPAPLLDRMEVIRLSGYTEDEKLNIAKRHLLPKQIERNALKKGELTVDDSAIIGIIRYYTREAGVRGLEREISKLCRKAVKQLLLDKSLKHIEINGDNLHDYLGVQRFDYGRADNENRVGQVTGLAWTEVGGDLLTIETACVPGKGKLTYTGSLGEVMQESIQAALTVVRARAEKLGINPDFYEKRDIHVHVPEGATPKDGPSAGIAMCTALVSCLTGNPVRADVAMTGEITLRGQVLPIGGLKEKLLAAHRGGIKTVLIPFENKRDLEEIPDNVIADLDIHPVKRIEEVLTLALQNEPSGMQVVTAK
FAS TE block – FAS thioesterase domain inhibitors, primary screen, biochemical, fluorescence intensity, uHTS; Fatty acid synthase (Homo sapiens), P49327; recombinant FAS-TE, OMFH fluorogenic substrate, fluorescence endpoint; inhibition, % at 15 µM; 360,000 compounds, 0.67% hits; AID 602261, 2012;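 active = compounds whose normalised, plate-corrected inhibition of enzyme fluorescence in the single-dose primary screen is 50% or more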;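 note: 0% = DMSO with enzyme and 100% = substrate without enzyme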
MsrA inhibitor – bovine MsrA enzyme inhibitors, primary screen, biochemical, absorbance, HTS | Methionine sulfoxide reductase A (Bos taurus) | purified bovine MsrA, absorbance read-out | inhibition, % at 15.5 µM | 360,000 compounds, 0.75% hits; in the data active = inhibition above about 4.5%;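 note: 0% = vehicle wells with enzyme and 100% = reference inhibitor wells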
CSN inh – inhibitors of CSN-mediated cullin deneddylation, primary screen, biochemical, fluorescence polarization, uHTS. COP9 signalosome complex subunit 5 (Homo sapiens), Q92905. Purified CSN, SCF-Nedd8-OG deneddylation. inhibition, % at 12.5 µM. 360,000 compounds, 0.38% hits. AID 651999, 2013;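 active = pattern-corrected inhibition above about 35%, with an unprinted fluorescence ratio check between 0.5 and 1.5, limit read from the data, passing the limit was not always enough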;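 note: 0% = enzyme with substrate and 100% = substrate without enzyme; some results filed as inactive read as strong as hits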
Target sequence (Q92905 whole entry, looked up, one chain of several): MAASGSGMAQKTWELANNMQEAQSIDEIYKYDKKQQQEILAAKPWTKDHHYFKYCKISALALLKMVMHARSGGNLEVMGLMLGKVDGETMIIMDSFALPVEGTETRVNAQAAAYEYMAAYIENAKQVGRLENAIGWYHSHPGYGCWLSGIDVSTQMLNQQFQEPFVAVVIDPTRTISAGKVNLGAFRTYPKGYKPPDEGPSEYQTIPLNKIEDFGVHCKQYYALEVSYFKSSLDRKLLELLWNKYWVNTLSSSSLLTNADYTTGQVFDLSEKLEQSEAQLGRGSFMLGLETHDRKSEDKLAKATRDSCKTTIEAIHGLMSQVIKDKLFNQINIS
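Test system: Human Csn5 produced in HEK293T cells | Compound: 12.5 µM single point | Times: 90 min, room temperature | Signal: Fluorescence polarization readout | Read-out basis: % inhibition of substrate cleavage by Csn5 | Controls: no-enzyme wells high, enzyme-with-substrate wells low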
bovine MsrA act – bovine MsrA enzyme activators, primary screen, biochemical, absorbance, HTS. purified bovine MsrA, absorbance read-out. activation, % at 10.6 µM. Methionine sulfoxide reductase A (Bos taurus). 360,000 compounds, 0.3% hits; in the data active = activation above about 7.5%;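 note: 0% = vehicle and 100% = reference activator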
Neddyl block – inhibitors of cullin neddylation, primary screen, biochemical, TR-FRET, uHTS, NAE and Ubc12 | AID 651699, 2012 | 360,000 compounds, 0.58% hits | NEDD8-conjugating enzyme Ubc12 (Homo sapiens) + NEDD8-activating enzyme E1 regulatory … | calls only at 25 µM; in the data active = inhibition above about 36%
MLLE-PAM2 inh – inhibitors of PABP1 MLLE–PAM2 peptide binding, primary screen, biochemical, fluorescence polarization, FITC-PAM2, GST-MLLE | Polyadenylate-binding protein 1 (Homo sapiens), P11940 | inhibition, % at 20 µM | 360,000 compounds, 0.36% hits | AID 588489, 2011; in the data active = inhibition above about 35%, passing the limit was not always enough;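 note: plate controls were DMSO wells with GST-MLLE for no effect and wells lacking GST-MLLE protein for full effect; some results filed as inactive read as strong as hits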
* hit, by the source's call; i = inactive; · = no result given.

SMILES	Rin1 Abl inh	TbMetRS inhib	eLon inh	FAS TE block	MsrA inhibitor	CSN inh	bovine MsrA act	Neddyl block	MLLE-PAM2 inh
CC1CN(S(=O)(=O)c2cccc(C(=O)Nc3ccc4c(c3)CCC4)c2)CC(C)O1 (stereo not drawn)	1	-1.1	6	14	0.3	7	-4	i	1
COc1ccccc1CNC(=O)C1CCC(CNc2c(N3CCOCC3)c(=O)c2=O)CC1 (stereo not drawn)	2	-0.4	4	-5	1.5	1	0	i	1
Cn1c(CN2CCCC2)nc2cc(NC(=O)c3ccc(Cl)cc3)ccc21	-2	-0.4	4	1	0.0	-6	-3	i	2
C=CC1CN(CC(=O)OC)S(=O)(=O)c2ccccc21 (stereo not drawn)	-2	-0.4	11	6	0.0	-5	-2	i	7
COc1ccccc1N1CC(C(=O)NC2CCCCCC2)CC1=O (stereo not drawn)	-1	-0.2	-10	-3	0.3	-2	3	i	-28
CC(C)(C)n1nnnc1C(c1ccc2ncccc2c1)N1CCSCC1 (stereo not drawn)	-2	0.1	6	-4	-0.8	1	-1	i	-13
CC(C)CN(C(=O)CCCc1nc2ccccc2c(=O)[nH]1)c1c(N)n(Cc2ccccc2)c(=O)[nH]c1=O	0	0.1	0	-7	-0.4	2	-1	i	-72
COc1ccccc1Nc1nnc(SCC(=O)NC2CCCC2)s1	5	-0.4	4	-9	-0.1	3	-12	i	-1
COCCc1nn2c(=O)cc(COC(=O)c3cc(OC)c(OC)c(OC)c3)nc2s1	1	-0.2	3	-13	-1.5	1	-3	i	-2
Cc1ccc(S(=O)(=O)N2CCC3(CC2)OCCN3S(=O)(=O)c2c(C)cc(C)cc2C)cc1	0	-0.3	-9	35	-0.6	2	-2	i	5
Cc1ccc([N+](=O)[O-])cc1NCC(=O)NN	-5	-0.7	-4	-4	2.4	-5	-7	i	10
O=C(NCC(=O)N1CCN(C(c2ccccc2)c2ccccc2)CC1)c1ccccc1Br	3	0.1	-5	15	1.5	0	1	i	-10
COc1cc2c(cc1OC)CN(S(=O)(=O)c1ccc3c(c1)OCCO3)CC2	5	-0.8	-16	9	0.5	1	-5	i	-15
Cc1nn(C)c(C)c1NC(=O)COc1ccccc1C#N	-1	-0.4	-2	-10	0.0	-1	0	i	-1
CC(C)(C)c1cc(CCC(=O)NCc2ccncc2)cc(C(C)(C)C)c1O	2	-0.3	-1	-3	·	-3	-2	i	3
CCc1nnc(NC(=O)[C@@H](NC(=O)c2ccc(C(C)(C)C)cc2)C(C)C)s1	-1	-0.5	-22	6	-0.6	-9	0	i	-15
COc1cc(NC(=O)c2cc(C)nc3ccccc23)cc(OC)c1	1	0.1	6	2	1.6	-3	-4	i	8
Cc1cc(C)cc(NC(=S)N2CCN(C(=O)c3ccco3)CC2)c1	4	-0.7	-6	-7	-0.8	-2	-14	i	-69
COc1ccc(OC)c(S(=O)(=O)Nc2ccccc2C(=O)N2CCCCC2)c1	0	0.1	-8	-6	-1.7	0	-2	i	3
O=C(Cc1ccc(Cl)cc1)NCC(=O)N1CCCCC1	0	-0.8	2	-5	0.7	-5	-8	i	6

Looked up by compound from above:
SMILES	Rin1 Abl inh	TbMetRS inhib	eLon inh	FAS TE block	MsrA inhibitor	CSN inh	bovine MsrA act	Neddyl block	MLLE-PAM2 inh
CC(C)(C)c1cc(CCC(=O)NCc2ccncc2)cc(C(C)(C)C)c1O	2	-0.3	-1	-3	·	-3	-2	i	3
Cc1ccc([N+](=O)[O-])cc1NCC(=O)NN	-5	-0.7	-4	-4	2.4	-5	-7	i	10
COc1ccc(OC)c(S(=O)(=O)Nc2ccccc2C(=O)N2CCCCC2)c1	0	0.1	-8	-6	-1.7	0	-2	i	3
Cc1cc(C)cc(NC(=S)N2CCN(C(=O)c3ccco3)CC2)c1	4	-0.7	-6	-7	-0.8	-2	-14	i	-69

Further compounds follow.
SMILES	Rin1 Abl inh	TbMetRS inhib	eLon inh	FAS TE block	MsrA inhibitor	CSN inh	bovine MsrA act	Neddyl block	MLLE-PAM2 inh
C=CCc1cccc(/C=N/c2ncn[nH]2)c1O	-1	-0.7	8	-10	-0.4	9	-8	i	18
CC(O)(c1ccccc1)c1nc(-c2csc3ccccc23)cs1 (stereo not drawn)	-3	0.4	-1	16	-0.1	1	-4	i	14
CCn1c(CC(=O)Nc2ccccc2Cl)nnc1SCC(=O)NC1CCCC1	-1	-0.5	-2	1	-0.2	-1	-3	i	10
CC1(C)CC(NC(=O)CCc2ccccc2)CC(C)(C)N1	2	0.1	2	-9	0.0	-4	1	i	14
COc1ccc(-c2sc3ccc(N4CCOCC4)cc3c2C#Cc2ccsc2)cc1	4	-0.2	-2	34	1.8	-1	-6	·	4
O=C(NC(Cc1ccc(O)cc1)C(=O)O)c1ccco1 (stereo not drawn)	2	-2.0	-2	-8	-0.3	-4	-6	i	4
COc1ccc(CN2CC(=O)N(c3ccc(C)c(C)c3)C2=S)cc1OC	-7	-0.1	-3	5	0.8	0	-1	i	-8
CCCc1cc2c(cc1NC(=O)Cc1ccccc1)OCO2	4	-0.2	7	-7	1.1	4	-7	i	5
COc1ccc(CCNCC(O)COc2c(C)cccc2C)cc1OC (stereo not drawn)	1	-1.8	2	-5	0.0	-1	-11	i	0
N#Cc1ccccc1S(=O)(=O)Nc1ccc2c(c1)C(=O)OC2	-1	-0.4	13	-6	0.0	1	-7	i	-6
O=C(CCN1C(=O)C2CCCCC2C1=O)NNC(=O)c1cccc(Cl)c1 (stereo not drawn)	6	-0.1	-7	-9	0.1	-2	1	i	-5
Cc1ccc(CNCc2ccco2)cc1	1	0.0	0	-4	0.1	2	-2	i	-2
O=C(Nc1cccc2ccccc12)N1CCN(c2ncccn2)CC1	-4	-0.1	-1	-3	-0.6	3	-2	i	0
COc1ccc(CN(C)C(=O)c2ccc(OCC(=O)Nc3cccc(C(F)(F)F)c3)c(OC)c2)cc1	-2	0.1	-21	17	0.4	-6	-1	i	5
O=C(CNc1cccc(S(=O)(=O)N2CCCCC2)c1)Nc1cccc(F)c1	5	0.0	-6	10	-0.3	1	-4	i	7
COc1ccccc1N1CCN(Cc2ccc(OC)c(OC)c2OC)CC1	0	-1.1	-6	-6	0.6	1	-8	i	-1
Cc1ccc(F)cc1-c1cc2nc(NCCCN(C)C)n(C)c(=O)c2s1	3	-0.1	-5	-8	1.1	2	-5	i	-1
CCO/C(C)=N/n1c2nc3ccccc3nc2c2c(=O)n(C3CCCC3)c(C)nc21	0	-0.4	-17	-1	3.5	10	-1	i	-14
Cc1ccccc1C(=O)Nc1ccc2c(c1)C(=O)NC2=O	-1	0.2	-3	-6	0.6	1	-2	·	3
CCOC(=O)N1CCN(C/C(Cl)=C/c2ccccc2)CC1	2	-0.1	-4	1	1.5	2	-4	i	-1
NCC1CCC(C(=O)Oc2ccc(CCC(=O)O)cc2)CC1 (stereo not drawn)	-2	-0.6	5	-2	-1.5	1	-1	i	16
CN1CCN(C(=O)c2cccc(-c3cc(O)c4ncccc4c3)c2)CC1	26*	-0.5	27	-3	-1.1	-2	-13	i	18
CCn1c(SCC(=O)N2CCCCC2C)nc2ccsc2c1=O (stereo not drawn)	-1	-0.1	-2	-5	-0.1	-2	-4	i	-20
COC(=O)[C@@]1(C)[C@H]2C(=O)N(C)C(=O)[C@H]2[C@H]2CN=C(SCc3ccc(C#N)cc3)N21	-4	-0.4	-4	-6	-1.0	-2	-8	i	29
O=C(c1ccoc1)N1CCN(c2cc(-c3ccccc3)nc3cc(-c4ccc(Br)cc4)nn23)CC1	-2	-0.3	3	18	0.4	2	-3	i	-10
Cc1ccc(/C=C/C(=O)c2ccccc(=O)c2O)c(C)c1	5	-0.6	-2	4	2.8	14	-10	i	-5
O=C(CN1CCN(CCO)CC1)Nc1ccccc1	2	0.1	-1	-8	0.6	2	-4	i	9
O=C(O)CCCCNS(=O)(=O)c1ccc(Cl)c(C(F)(F)F)c1	-3	-0.1	5	-6	-1.9	-1	-2	i	9
COc1ccccc1CN=C1Nc2ccccc2CS1	-2	13*	-10	-2	-0.1	-11	-6	i	3
Cc1noc(C)c1NC(=O)Nc1ccc2c(c1)C(=O)N([C@H](C)CO)C[C@H](C)[C@H](CN(C)C(=O)NC1CCCCC1)OCCCC[C@@H](C)O2	2	1.2	0	-3	0.7	0	0	i	-33

Four structures already listed, sorted by SMILES length, lowest first:
SMILES	Rin1 Abl inh	TbMetRS inhib	eLon inh	FAS TE block	MsrA inhibitor	CSN inh	bovine MsrA act	Neddyl block	MLLE-PAM2 inh
CCCc1cc2c(cc1NC(=O)Cc1ccccc1)OCO2	4	-0.2	7	-7	1.1	4	-7	i	5
Cc1ccccc1C(=O)Nc1ccc2c(c1)C(=O)NC2=O	-1	0.2	-3	-6	0.6	1	-2	·	3
N#Cc1ccccc1S(=O)(=O)Nc1ccc2c(c1)C(=O)OC2	-1	-0.4	13	-6	0.0	1	-7	i	-6
O=C(c1ccoc1)N1CCN(c2cc(-c3ccccc3)nc3cc(-c4ccc(Br)cc4)nn23)CC1	-2	-0.3	3	18	0.4	2	-3	i	-10

New compounds follow
SMILES	Rin1 Abl inh	TbMetRS inhib	eLon inh	FAS TE block	MsrA inhibitor	CSN inh	bovine MsrA act	Neddyl block	MLLE-PAM2 inh
NNc1ccccc1C(F)(F)F	0	-1.0	-13	3	-0.8	-1	-8	i	33
COc1ccc(NC(=O)COC(=O)C2CCN(S(=O)(=O)c3ccccc3)CC2)cc1Cl	3	-0.2	-7	6	-0.8	1	-4	i	8
Cc1cc(Cl)ccc1OCC(=O)Nc1ccc(CN2CCOCC2)cc1	-2	-0.2	0	5	1.9	-7	0	i	-2
CC(=O)Nc1ccc(NC(=O)COC(=O)c2ccc([N+](=O)[O-])o2)cc1	1	-0.4	-14	-1	-0.2	6	1	i	0
CCCNC(=O)c1c(NC(=O)C2COc3ccccc3O2)sc2c1CCCC2 (stereo not drawn)	1	-0.4	-3	-4	-0.1	0	-1	i	-9
CN(CC1CCOCC1)C(=O)CC1C(=O)NCCN1CC(c1ccccc1)c1ccccc1 (stereo not drawn)	1	-0.2	7	-2	0.4	4	-3	i	7
C=CCOc1ccc(/C=C\c2nc(O)c([N+](=O)[O-])c(=O)[nH]2)cc1OC	-5	-0.8	5	-3	·	3	-4	i	-5
CCCCn1c(SCC(=O)Nc2cc(C)on2)nnc1-c1ccncc1	-2	-0.5	-3	-4	-1.1	1	0	i	7

Record cards, as listed above. Order of values: Rin1 Abl inh	TbMetRS inhib	eLon inh	FAS TE block	MsrA inhibitor	CSN inh	bovine MsrA act	Neddyl block	MLLE-PAM2 inh
`C=CCOc1ccc(/C=C\c2nc(O)c([N+](=O)[O-])c(=O)[nH]2)cc1OC` reads -5	-0.8	5	-3	·	3	-4	i	-5
`CCCNC(=O)c1c(NC(=O)C2COc3ccccc3O2)sc2c1CCCC2` (stereo not drawn) reads 1	-0.4	-3	-4	-0.1	0	-1	i	-9
